FLuc stim CS: affects firefly luciferase, flagging false hits in luciferase stimulation screens. ATPlite luciferase biochemical, luminescence, 10 min; 0 = ATP-free wells, 1 = DMSO control. P08659. 200,000 tested, under 10 active. activation factor at 10 µM. AID 1027;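 active = luciferase activation factor, scaled between plate controls, of at least 2 with compound at 10 µM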
Target sequence (P08659 whole entry, looked up): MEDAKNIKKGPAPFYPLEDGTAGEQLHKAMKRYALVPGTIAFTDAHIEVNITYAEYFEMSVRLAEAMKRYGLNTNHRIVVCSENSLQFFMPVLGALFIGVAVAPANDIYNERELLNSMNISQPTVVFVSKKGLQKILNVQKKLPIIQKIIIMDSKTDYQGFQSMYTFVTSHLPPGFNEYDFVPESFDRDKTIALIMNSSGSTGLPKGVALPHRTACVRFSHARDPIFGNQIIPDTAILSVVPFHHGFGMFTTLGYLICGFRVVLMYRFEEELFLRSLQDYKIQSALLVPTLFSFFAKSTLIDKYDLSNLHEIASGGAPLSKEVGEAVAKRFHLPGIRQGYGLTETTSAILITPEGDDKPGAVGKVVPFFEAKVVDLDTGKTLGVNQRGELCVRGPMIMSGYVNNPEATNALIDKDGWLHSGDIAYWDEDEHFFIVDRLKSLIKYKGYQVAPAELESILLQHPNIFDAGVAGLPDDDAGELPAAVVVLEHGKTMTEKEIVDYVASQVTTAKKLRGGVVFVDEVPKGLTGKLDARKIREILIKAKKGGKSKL
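Assay system: Luciferase/luciferin reagent mix; Medium: PBS as buffer for the ATP substrate; Dosing: test compounds dosed from 2 mM stocks in 100% DMSO; Times: 10 min, room temperature; Signal: luminescence from luciferase reaction; Read-out: luciferase activation; Controls: No-ATP low control, compound-free enzyme-plus-ATP high control.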
TNAP inh hiacc: inhibitors of human TNAP at high phosphate acceptor concentration; purified TNAP, CDP-star luminescence, 1 M DEA; inhibition, % at 20 µM; 0.03% of 200,000 active; AID 1135;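 active = over 50% inhibition of tissue-nonspecific alkaline phosphatase at 20 µM in the single-dose screen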;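 note: plate controls were DMSO wells for no effect and EDTA-quenched wells as full inhibition for full effect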
Target sequence (P05186 whole entry, looked up): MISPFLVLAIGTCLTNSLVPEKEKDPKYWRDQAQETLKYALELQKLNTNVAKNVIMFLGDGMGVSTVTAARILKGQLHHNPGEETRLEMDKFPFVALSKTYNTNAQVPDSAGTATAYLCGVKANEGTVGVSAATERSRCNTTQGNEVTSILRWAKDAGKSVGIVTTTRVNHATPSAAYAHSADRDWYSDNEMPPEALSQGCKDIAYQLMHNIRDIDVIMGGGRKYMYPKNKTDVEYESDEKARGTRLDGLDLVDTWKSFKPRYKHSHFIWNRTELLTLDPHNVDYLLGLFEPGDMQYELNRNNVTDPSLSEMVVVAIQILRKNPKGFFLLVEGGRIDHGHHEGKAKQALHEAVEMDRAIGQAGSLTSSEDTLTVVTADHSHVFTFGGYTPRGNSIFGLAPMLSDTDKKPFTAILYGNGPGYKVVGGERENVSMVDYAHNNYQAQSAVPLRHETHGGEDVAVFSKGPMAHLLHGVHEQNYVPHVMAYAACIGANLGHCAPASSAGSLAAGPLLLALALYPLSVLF
bIAP act: increases bovine intestinal alkaline phosphatase activity; purified bovine IAP, CDP-star luminescence, 30 min; hits give high values; fold of DMSO-control signal, blank-subtracted; activation factor at 20 µM; 0.17% of 200,000 active; AID 1016;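 active = activation factor of 2 or more at 20 µM, a signal rise over negative controls twice the positive control's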
APP 5UTR inh: APP translation inhibition | SH-SY5Y APP 5'UTR-luciferase reporter, luminescence | inhibition, % at 2 µM | 0.82% of 190,000 active | AID 1285;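 active = inhibition above a set limit, derived from the sample mean plus 3 SD, cut at about 45% in these data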; note: values of inactives mirror those of a sister screen read the other way
RAM network inh: yeast RAM network inhibition; S. cerevisiae dse1pr::URA3 reporter, 5-FOA growth OD615, 2 d; analog-sensitive cbk1-as2 kinase mutant strain; inhibition, % at 50 µM; 1.8% of 190,000 active;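 active = inhibition above a set limit, 3 SD over mean compound inhibition, cut at about 8.4% in these data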;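 note: 0% = DMSO-only wells with no growth and 100% = 10 µM 1-NA-PP1 full growth; inhibition rescues growth on 5-FOA so higher OD means more RAM inhibition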
TNAP act hi DEA: increases human TNAP activity under high phosphate acceptor concentration; P05186; purified TNAP, CDP-star luminescence, 1 M DEA, 30 min; hits give high values; 0 = EDTA background, 1 = DMSO-only activity; activation factor at 20 µM; 200,000 tested, under 10 active; AID 1136;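 active = activation factor at least 2 at 20 µM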
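Measured by: Luminescent substrate turnover signal | Test system: Human TNAP | Input: TNAP 1/800 final | Dosing: 20 µM single point | Schedule: 30 min, room temperature | Controls: EDTA wells as negative control, DMSO wells as positive control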
bIAP inh: blocks bovine intestinal alkaline phosphatase activity; purified bovine IAP, CDP-star luminescence, 30 min; inhibition, % at 20 µM; 190,000 tested, under 10 active; AID 1019;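 active = over 50% inhibition of intestinal alkaline phosphatase at 20 µM in the single-dose screen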
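Assay system – bovine IAP enzyme · Quantity – bovine IAP at 1/65,000,000 final dilution · Detection – CDP-star luminescence signal · Times – 30 min reaction at room temperature · Also added – CDP-star substrate at 30 µM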
L major viab: reduces viability of Leishmania major promastigotes | resazurin fluorescence viability | inhibition, % at 10 µM | 9% of 200,000 active | AID 1063; in the data active = inhibition above about 50%;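 note: promastigotes grown with compound for 44 hours at 28 °C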
TNAP inh no acc: inhibitors of human TNAP without phosphate acceptor | inhibition, % at 20 µM | purified TNAP, CDP-star luminescence, 30 min | 0.26% of 200,000 active | P05186;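 active = tissue-nonspecific alkaline phosphatase inhibition above about 50% at 20 µM in the single-dose screen, limit read from the data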;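 note: 0% = DMSO negative control and 100% = EDTA positive control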
FLuc inhib CS: Photinus pyralis luciferase inhibition counter-screen. inhibition, % at 10 µM. 1.5% of 200,000 active. P08659. ATPLite firefly luciferase biochemical luminescence, 10 min;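 active = inhibition above about 50% when tested at 10 µM, limit read from the data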
Numbers without * were called inactive.

Results for COc1ccc(-c2nc(CS(=O)CC(=O)NCCC3=CCCCC3)c(C)o2)cc1 (stereo not given) ?
FLuc stim CS: 0.9; TNAP inh hiacc: 0; bIAP act: 1; APP 5UTR inh: -20; RAM network inh: 1.2; TNAP act hi DEA: 1; bIAP inh: -3; L major viab: 0; TNAP inh no acc: -11; FLuc inhib CS: 6

How did CN1C(=O)/C(=C/c2cc(N=Nc3ccccc3)ccc2O)SC1=S do in these assays?
FLuc stim CS: 0.9; TNAP inh hiacc: 33; bIAP act: 0.7; APP 5UTR inh: 0; RAM network inh: 5.1; TNAP act hi DEA: 0.7; bIAP inh: 28; L major viab: -19; TNAP inh no acc: 41; FLuc inhib CS: 5

What do the screens show for `CCc1cc2c(N3CCN(C(=O)c4ccco4)CC3)ncnc2s1`?
FLuc stim CS: 1.1; TNAP inh hiacc: -7; bIAP act: 0.9; APP 5UTR inh: 7; RAM network inh: 0.1; TNAP act hi DEA: 1.1; bIAP inh: 7; L major viab: -6; TNAP inh no acc: -10; FLuc inhib CS: -5

Results for COc1ccc(C2=NN(C(C#N)c3ccc(OC)c(OC)c3)C(c3ccccc3)C2)cc1 (stereo not given) ?
FLuc stim CS: 1; TNAP inh hiacc: -2; bIAP act: 1; APP 5UTR inh: -155; RAM network inh: 8.5*; TNAP act hi DEA: 1; bIAP inh: 1; L major viab: 100*; TNAP inh no acc: 0; FLuc inhib CS: 4

How did CC1CCCC(C)N1C(=O)CSc1nnc(-c2cccs2)o1 (stereo not given) do in these assays?
FLuc stim CS: 0.8; TNAP inh hiacc: -1; bIAP act: 1; APP 5UTR inh: -98; RAM network inh: -2.1; TNAP act hi DEA: 1; bIAP inh: -2; L major viab: 1; TNAP inh no acc: -1; FLuc inhib CS: 20

Results for CCCCCCOc1ccc(C(CC(=O)NC)C(=O)O)cc1 (stereo not given) ?
FLuc stim CS: 1; TNAP inh hiacc: -4; bIAP act: 1.2; APP 5UTR inh: 2; RAM network inh: 1.1; TNAP act hi DEA: 1; bIAP inh: -17; L major viab: -6; TNAP inh no acc: -8; FLuc inhib CS: -4

How did NC1=NC2(CCCC2)n2c(nc3ccccc32)N1 do in these assays?
FLuc stim CS: 1.1; TNAP inh hiacc: -3; bIAP act: 1.2; APP 5UTR inh: 4; RAM network inh: 0.1; TNAP act hi DEA: 1; bIAP inh: -22; L major viab: 7; TNAP inh no acc: -17; FLuc inhib CS: -5

What do the screens show for `O=C(NCCN1C(=O)C2C3C=CC(C3)C2C1=O)Nc1cccnc1` (stereo not given)?
FLuc stim CS: 1; TNAP inh hiacc: -6; bIAP act: 0.9; APP 5UTR inh: 3; RAM network inh: -0.5; TNAP act hi DEA: 1.1; bIAP inh: 6; L major viab: -2; TNAP inh no acc: -13; FLuc inhib CS: -5

Results for O=C(Nc1ccc(S(=O)(=O)N2CCCC2)cc1)C1CCCN1C(=O)c1cccs1 (stereo not given) ?
FLuc stim CS: 1.1; TNAP inh hiacc: 0; bIAP act: 1.1; APP 5UTR inh: -13; RAM network inh: 2.2; TNAP act hi DEA: 1; bIAP inh: -6; L major viab: -8; TNAP inh no acc: -4; FLuc inhib CS: -5

What do the screens show for `C=CCn1c(SCC(=O)NC2CC2)nc2sc(CC)cc2c1=O`?
FLuc stim CS: 1.1; TNAP inh hiacc: -2; bIAP act: 1; APP 5UTR inh: 18; RAM network inh: 1.9; TNAP act hi DEA: 1; bIAP inh: -3; L major viab: 58*; TNAP inh no acc: -10; FLuc inhib CS: -6

What do the screens show for `C/C(Cc1ccccc1)=N\NC(=O)c1ccc(F)cc1`?
FLuc stim CS: 1; TNAP inh hiacc: -3; bIAP act: 1; APP 5UTR inh: -24; RAM network inh: -0.1; TNAP act hi DEA: 1; bIAP inh: 5; L major viab: -2; TNAP inh no acc: 5; FLuc inhib CS: 2

Results for O=C(c1cc(Cl)nc2ccccc12)N1CCc2ccccc2C1 ?
FLuc stim CS: 1; TNAP inh hiacc: -4; bIAP act: 0.9; APP 5UTR inh: 42; RAM network inh: 1.9; TNAP act hi DEA: 1; bIAP inh: 5; L major viab: 7; TNAP inh no acc: -11; FLuc inhib CS: -4

Structures from the list above that have a halogen:
What do the screens show for `C/C(Cc1ccccc1)=N\NC(=O)c1ccc(F)cc1`?
FLuc stim CS: 1; TNAP inh hiacc: -3; bIAP act: 1; APP 5UTR inh: -24; RAM network inh: -0.1; TNAP act hi DEA: 1; bIAP inh: 5; L major viab: -2; TNAP inh no acc: 5; FLuc inhib CS: 2

Results for O=C(c1cc(Cl)nc2ccccc12)N1CCc2ccccc2C1 ?
FLuc stim CS: 1; TNAP inh hiacc: -4; bIAP act: 0.9; APP 5UTR inh: 42; RAM network inh: 1.9; TNAP act hi DEA: 1; bIAP inh: 5; L major viab: 7; TNAP inh no acc: -11; FLuc inhib CS: -4

More structures follow.
What do the screens show for `COc1cccc(C(=O)NC(=S)Nc2ccc3oc(=O)ccc3c2)c1`?
FLuc stim CS: 1; TNAP inh hiacc: -5; bIAP act: 1; APP 5UTR inh: -7; RAM network inh: 5.5; TNAP act hi DEA: 1; bIAP inh: 1; L major viab: 3; TNAP inh no acc: 2; FLuc inhib CS: -1

How did COc1ccc(CC(=O)Nc2ccc(C(=O)NC(C)(C)C)cc2)cc1OC do in these assays?
FLuc stim CS: 1; TNAP inh hiacc: -3; bIAP act: 1; APP 5UTR inh: -7; RAM network inh: 0.7; TNAP act hi DEA: 1; bIAP inh: 1; L major viab: -2; TNAP inh no acc: -4; FLuc inhib CS: -5

Results for C=CCn1c(SCC(=O)OCc2ccccc2)nc2c1c(=O)n(C)c(=O)n2C ?
FLuc stim CS: 1; TNAP inh hiacc: -9; bIAP act: 1.2; APP 5UTR inh: -16; RAM network inh: 2.6; TNAP act hi DEA: 1.1; bIAP inh: -16; L major viab: -4; TNAP inh no acc: -2; FLuc inhib CS: -3

Results for Cc1ccc2c(c1Br)/C(=N/N1C(=O)c3ccccc3C1=O)C(=O)N2 ?
FLuc stim CS: 0.8; TNAP inh hiacc: 6; bIAP act: 0.9; APP 5UTR inh: -6; RAM network inh: 4.6; TNAP act hi DEA: 0.9; bIAP inh: 9; L major viab: -7; TNAP inh no acc: 42; FLuc inhib CS: 22

Results for COc1cc(-c2cc(C(=O)NN3CCN(C)CC3)c3ccccc3n2)cc(OC)c1OC ?
FLuc stim CS: 1; TNAP inh hiacc: -5; bIAP act: 1; APP 5UTR inh: -5; RAM network inh: 0.5; TNAP act hi DEA: 1; bIAP inh: 3; L major viab: 91*; TNAP inh no acc: -14; FLuc inhib CS: 2

What do the screens show for `COC(=O)C1=C(COc2ccc(C=O)cc2OC)NC(=O)NC1c1cc(C)ccc1C` (stereo not given)?
FLuc stim CS: 1; TNAP inh hiacc: 1; bIAP act: 1; APP 5UTR inh: 2; RAM network inh: 5.1; TNAP act hi DEA: 1; bIAP inh: 5; L major viab: 9; TNAP inh no acc: -7; FLuc inhib CS: -3

How did Cc1cc(C)nc(-n2ncc3c2CC(c2ccc(F)cc2)CC3=O)n1 (stereo not given) do in these assays?
FLuc stim CS: 1; TNAP inh hiacc: -1; bIAP act: 1; APP 5UTR inh: 6; RAM network inh: 2.3; TNAP act hi DEA: 1; bIAP inh: -1; L major viab: 4; TNAP inh no acc: -3; FLuc inhib CS: -4

How did CNc1nc2ccccc2n1/N=C/c1cccc(OC)c1OC do in these assays?
FLuc stim CS: 1; TNAP inh hiacc: -2; bIAP act: 1; APP 5UTR inh: 4; RAM network inh: 0.4; TNAP act hi DEA: 1; bIAP inh: 2; L major viab: 8; TNAP inh no acc: -4; FLuc inhib CS: 1

How did CC(=O)Nc1ccc(S(=O)(=O)N2CCN(Cc3cccnc3)CC2)cc1 do in these assays?
FLuc stim CS: 1.1; TNAP inh hiacc: -6; bIAP act: 1; APP 5UTR inh: 15; RAM network inh: 0.3; TNAP act hi DEA: 1.1; bIAP inh: 3; L major viab: 4; TNAP inh no acc: -1; FLuc inhib CS: -10

How did COc1ccc(OC)c(S(=O)(=O)n2cccn2)c1 do in these assays?
FLuc stim CS: 1.1; TNAP inh hiacc: -4; bIAP act: 1; APP 5UTR inh: -9; RAM network inh: 0.6; TNAP act hi DEA: 1; bIAP inh: -1; L major viab: 0; TNAP inh no acc: -10; FLuc inhib CS: -9

What do the screens show for `O=C(O)CNC(=O)c1ccccc1Br`?
FLuc stim CS: 1; TNAP inh hiacc: -5; bIAP act: 1.3; APP 5UTR inh: 2; RAM network inh: -0.1; TNAP act hi DEA: 1; bIAP inh: -26; L major viab: -5; TNAP inh no acc: -7; FLuc inhib CS: -1

Results for Cc1cc(C)c2nc(SCC(=O)N(C)C3CCS(=O)(=O)C3)cc(C)c2c1 (stereo not given) ?
FLuc stim CS: 1.1; TNAP inh hiacc: -3; bIAP act: 1.1; APP 5UTR inh: -12; RAM network inh: 4.4; TNAP act hi DEA: 1; bIAP inh: -11; L major viab: 1; TNAP inh no acc: 5; FLuc inhib CS: -6

Results for COc1cccc(-n2c(C)nn(C)c2=O)c1 ?
FLuc stim CS: 1; TNAP inh hiacc: -2; bIAP act: 1; RAM network inh: 1.2; TNAP act hi DEA: 1; bIAP inh: 0; L major viab: -8; TNAP inh no acc: 2; FLuc inhib CS: -3

Results for COc1ccccc1C1CN=NC12CCCc1ccccc1C2=O (stereo not given) ?
FLuc stim CS: 1.1; TNAP inh hiacc: -4; bIAP act: 0.9; APP 5UTR inh: -4; RAM network inh: 1.8; TNAP act hi DEA: 1; bIAP inh: 12; L major viab: 4; TNAP inh no acc: -11; FLuc inhib CS: -6

How did S=c1[nH]nc(COc2ccc(Cl)cc2)n1C1CCCCC1 do in these assays?
FLuc stim CS: 1; TNAP inh hiacc: 6; bIAP act: 0.9; APP 5UTR inh: -10; RAM network inh: 3.5; TNAP act hi DEA: 0.9; bIAP inh: 10; L major viab: -4; TNAP inh no acc: 15; FLuc inhib CS: -5

Results for O=c1sc(N2CCN(c3ccc(F)cc3)CC2)nc2ccsc12 ?
FLuc stim CS: 1; TNAP inh hiacc: -6; bIAP act: 0.9; APP 5UTR inh: -15; RAM network inh: 5.4; TNAP act hi DEA: 1.1; bIAP inh: 11; L major viab: -4; TNAP inh no acc: -13; FLuc inhib CS: -1

How did CCS(=O)(=O)N1CCN(Cc2ccccc2OC)CC1 do in these assays?
FLuc stim CS: 1; TNAP inh hiacc: -5; bIAP act: 1.1; APP 5UTR inh: 10; RAM network inh: 3.6; TNAP act hi DEA: 1; bIAP inh: -14; L major viab: 60*; TNAP inh no acc: -9; FLuc inhib CS: 0

Results for COc1cccc(/C(C)=N/Nc2ncc(Cl)cc2Cl)c1 ?
FLuc stim CS: 1; TNAP inh hiacc: -1; bIAP act: 1; APP 5UTR inh: -25; RAM network inh: 0.5; TNAP act hi DEA: 1; bIAP inh: -3; L major viab: -4; TNAP inh no acc: -20; FLuc inhib CS: 4

This is a random part of the collection; overall some 13% were active at least once.
